PLK1 PBD block = blocks phosphopeptide binding to human PLK1 polo-box domain. Plk1 PBD binding of FITC phosphopeptide, fluorescence polarization. Potency, µM, without a hit: max response, negative = inhibition, actives largely listed as inhibitors. 360,000 tested, 2.8% active; also: potency is read from the fitted curve at half-maximal effect; series mostly up to about 57 µM; % is scaled to controls: 0 for no effect and ±100 for the full control effect; nearly all actives have a fitted effect of over 65% in size
PI5P4K alpha inh = inhibitors of human PI5P4K alpha; P48426; PI5P4Kalpha enzyme, ADP-Glo luminescence, 60 min; active compounds read low; max response, %; 330,000 tested, 1.2% active; AID 652105; active = max response of -50% or lower; inconclusive = between -30% and -50%; inactive = -30% or higher; also: value at the top dose of about 77 µM; % is scaled to controls: 0 for no effect and ±100 for the full control effect
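Enzyme plus substrate dispensed, test compounds pinned in, then ATP (5 microM final) added. After 60 min at RT, ADP-Glo reagent 1 for 45 min and reagent 2 for 30 min preceded luminescence imaging.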
EPAC1 antagonist = blocks human EPAC1 exchange factor; O95398; Potency, µM (highest dose often 115 µM), for inactives: top-dose activity change, negative = inhibition, actives largely listed as inhibitors; EPAC1 GEF assay, Rap1b-BODIPY-GDP exchange fluorescence; 360,000 tested, 0.14% active;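 also: potency is read from the fitted curve at half-maximal effect; plate controls were vehicle for no effect and positive control for full effect; nearly all actives have a fitted effect of over 50% in size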
EPAC2 antag = antagonists of human EPAC2 | Potency, µM (series often up to 114 µM), without a hit: at the highest dose activity, negative = inhibition, most hits filed as inhibitors | AID 720708 | 360,000 tested, 0.18% active | Q8WZA2 | EPAC2 GEF exchange of Rap1B-BODIPY-GDP, fluorescence; also: potency is read from the fitted curve at half-maximal effect; % is scaled to controls: 0 for no effect and ±100 for the full control effect; nearly all actives have a fitted effect of over 45% in size; many of its hits are not listed in these tables
Target sequence (Q8WZA2 whole entry, looked up): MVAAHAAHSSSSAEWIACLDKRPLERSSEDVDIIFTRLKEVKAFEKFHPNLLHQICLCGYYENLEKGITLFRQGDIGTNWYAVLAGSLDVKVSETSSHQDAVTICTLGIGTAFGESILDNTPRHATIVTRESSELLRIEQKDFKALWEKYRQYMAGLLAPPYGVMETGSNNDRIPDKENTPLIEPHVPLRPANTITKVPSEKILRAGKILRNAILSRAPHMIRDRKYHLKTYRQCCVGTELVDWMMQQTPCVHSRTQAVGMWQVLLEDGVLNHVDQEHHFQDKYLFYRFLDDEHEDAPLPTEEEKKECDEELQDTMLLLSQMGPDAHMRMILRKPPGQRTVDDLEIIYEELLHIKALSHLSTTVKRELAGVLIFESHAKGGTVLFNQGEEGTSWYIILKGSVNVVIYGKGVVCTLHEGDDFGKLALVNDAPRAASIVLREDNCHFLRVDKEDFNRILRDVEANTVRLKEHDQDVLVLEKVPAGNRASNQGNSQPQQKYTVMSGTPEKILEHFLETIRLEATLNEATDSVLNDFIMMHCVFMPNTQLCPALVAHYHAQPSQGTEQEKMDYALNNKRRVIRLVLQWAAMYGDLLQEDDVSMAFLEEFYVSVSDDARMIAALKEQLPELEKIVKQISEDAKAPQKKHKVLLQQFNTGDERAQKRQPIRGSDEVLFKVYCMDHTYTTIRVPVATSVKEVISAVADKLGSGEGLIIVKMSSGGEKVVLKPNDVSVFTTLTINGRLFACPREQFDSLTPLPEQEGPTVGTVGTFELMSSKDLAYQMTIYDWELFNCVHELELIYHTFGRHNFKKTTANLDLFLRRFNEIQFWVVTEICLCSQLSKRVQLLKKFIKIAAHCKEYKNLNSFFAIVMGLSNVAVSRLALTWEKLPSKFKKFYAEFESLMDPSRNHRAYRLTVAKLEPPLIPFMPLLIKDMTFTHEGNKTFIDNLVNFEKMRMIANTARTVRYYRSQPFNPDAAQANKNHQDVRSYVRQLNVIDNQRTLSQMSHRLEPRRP
WRN helicase inh = WRN helicase (human) inhibition; Q14191; WRN helicase unwinding, fluorescent forked duplex, kinetic; Potency, µM (series often up to 114 µM), without a hit: top-dose activity change, negative = inhibition, actives largely listed as inhibitors; 360,000 tested, 0.46% active; AID 651768; also: potency is read from the fitted curve at half-maximal effect; % is scaled to controls: 0 for no effect and ±100 for the full control effect; nearly all actives have a fitted effect of over 55% in size
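WRN at 20 nM final preincubated with compound 15 min at room temperature; reaction started with 100 nM fluorophore/quencher forked duplex oligonucleotide and 2 mM ATP final. Unwinding followed kinetically by red fluorescence (ex 525, em 598 nm).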
MmCpn inh = inhibitors of Methanococcus maripaludis chaperonin (MmCpn); purified Mm-Cpn ATPase, ADP Transcreener TR-FRET; Potency, µM (series often up to 76.9 µM), for the others: top-dose activity, negative = inhibition, hits mostly inhibitors; 330,000 tested, 0.031% active; AID 504842; also: potency is read from the fitted curve at half-maximal effect; % is scaled to controls: 0 for no effect and ±100 for the full control effect; nearly all actives have a fitted effect of over 80% in size
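ATPase read-out: TR-FRET ADP immunoassay (anti-ADP Eu cryptate vs ADP-d2), ex 320 nm, em 590/665 nm; signal drops as ADP forms. Enzyme 25 nM, ATP 10 uM, 30 min at 37°C after 10 min compound preincubation.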
CCT modulator = cytosolic chaperonin activity modulation. purified chaperonin ATPase assay, HTRF ADP detection, 30 min. activity change, % (no concentration beside the values), hits read low. 360,000 tested, 0.3% active; in the data active = activity change below about -30%; also: % is scaled to controls: 0 for no effect and ±100 for the full control effect
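Enzyme 40 or 20 nM (batch-dependent) in Tris pH 7.4/KCl/MgCl2/DTT; cpd 76 uM single point; ATP 10 uM; 30 min 37 °C; Transcreener ADP HTRF detection, 30 min RT; ratio 665/615.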
EPAC1 ag = EPAC1 (human) agonism; O95398; Potency, µM (top dose mostly 154 µM), for inactives: top-dose activation, usual class: activators; 360,000 tested, 0.073% active; EPAC1 agonist qHTS, biochemical assay; response scale: 100% = response to 6.5 mM cAMP; also: potency is read from the fitted curve at half-maximal effect; nearly all actives have a fitted effect of over 60% in size
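Normalized to 6.5 mM cAMP, activity reflects EPAC1-catalysed release of BODIPY-GDP from Rap1B, followed kinetically over 30 min at 480 nm excitation, 540 nm emission. Reaction contained 100 nM EPAC1, 250 nM Rap1B-BODIPY-GDP, 50 uM GDP.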
* hit, by the source's call; ? = inconclusive; nt = no result given; [ ] = remark or other dose. Unless noted, calls follow the shape of the dose curve; as a rule, active = well fitted curve in the direction sought with a large enough effect; inconclusive = small, poorly fitted or top-dose-only effect, or another doubt; inactive = no such curve, though single readings can be large; an effect the other way counts as inactive or inconclusive. An excerpt. The share of hits here may be higher or lower than overall.

SMILES	PLK1 PBD block	PI5P4K alpha inh	EPAC1 antagonist	EPAC2 antag	WRN helicase inh	MmCpn inh	CCT modulator	EPAC1 ag
Cc1ccc(-c2cc(-c3ccccc3Cl)c(C#N)c(N)n2)o1	?	?	-26%	-8%	-26%	0%	0.6	11%
Cc1ccc(C(C(=O)NC2CCCC2)N(CCCO)C(=O)Cn2nnc(-c3ccc(C)o3)n2)cc1 (stereo not drawn)	-15%	-7	6%	2%	6%	-1%	-1.5	-1%
Nc1nc(SCC(=O)N2CCCc3ccccc32)[nH]c(=O)c1-c1ccccc1	-5%	nt	-3%	1%	-6%	0%	0.7	6%
CCOC(=O)c1cnc(N2CCN(C(=O)OCC)CC2)[nH]c1=O	-9%	2	21%	-5%	3%	4%	-3.9	4%
C#CCOCCOCCOCCNc1nc(N2CCN(C(=O)[C@H](Cc3cc4ccccc4[nH]3)n3cc([C@@H](N)Cc4ccc(O)cc4)nn3)CC2)nc(N2CCN(C(=O)[C@H](Cc3cc4ccccc4[nH]3)n3cc([C@@H](N)CC(C)C)nn3)CC2)n1	-9%	?	?	20%	-31%	0%	-1.7	-15%
O=C(NCc1ccccc1Cl)c1ccc(NC2=NC3CS(=O)(=O)CC3S2)cc1 (stereo not drawn)	-20%	6	-4%	7%	-3%	0%	-0.9	-11%
O=S(=O)(c1ccc(Cl)c(Cl)c1)N1CCc2nc3ccccc3n2CC1	6%	-6	-4%	24%	-3%	-2%	1.2	0%
FC(F)(F)c1cccc(NC(=S)NCCN2CCOCC2)c1	-26%	-2	-5%	-10%	1%	2%	-0.4	0%
Cc1cccc(-c2ccc3c(c2)C2CC3CCN2C)c1 (stereo not drawn)	-15%	0	-3%	5%	-5%	nt	0.5	-6%
Cc1cc(NC(=O)Nc2cccc(Cl)c2)n(-c2ccccc2)n1	-18%	-6	-4%	-9%	-1%	-1%	-0.3	9%
O=C1N=c2ccccc2=C1c1sc(=S)n(CC2CCCO2)c1O (stereo not drawn)	-2%	0	8%	-10%[57.1 µM]	-1%	0%	-0.8	-8%
O=C(NCc1nnc(SCC(=O)N2CCc3ccccc32)o1)c1cccs1	-16%	-1	1%	-7%	-29%[57.1 µM]	4%	-4.9	10%
O=C(CNC(=O)c1ccccc1Cl)OCC(=O)N1CCc2ccccc21	-11%	8	6%	9%	5%	0%	0.3	-2%
Cn1cnnc1SCC(=O)Nc1ccc(Br)cc1F	-12%	nt	-2%	6%	1%	-3%	-0.6	4%
COc1cc(/C=C(\C#N)C(=O)N2CCCCC2)ccc1O	5%	-7	-1%	14%	11%	2%	2.3	12%
COc1cccc(-c2csc(NNC(=O)c3cccs3)n2)c1	-10%	-13	-28%	-9%	-6%	0%	-0.9	10%
Cc1ccc(Oc2ccc(NS(=O)(=O)c3cccc(C(=O)O)c3)cc2)cc1	-21%	-1	-14%	-20%	-6%	1%	1.2	2%
CC(C)C(=O)Nc1cccc(NC(=O)c2ccc([N+](=O)[O-])cc2Cl)c1	2%	1	0%	9%	-5%	2%	-0.6	-7%
Cc1ccc2nc(NC(=O)Cn3cc4c(n3)CCCCC4)sc2c1	-15%	1	-15%	5%	-15%[57.1 µM]	-14%	-3.4	-12%
Cc1nn(Cc2ccc(F)cc2)c2sc(C(=O)Nc3ccc(N4CCOCC4)cc3N3CCOCC3)cc12	-4%	7	-13%	-3%	-6%	1%	-0.4	-1%
COCCNc1nc(SCC(=O)N2CCN(c3ccccc3)CC2)nc2ccccc12	-19%	nt	2%	3%	11%	0%	-2.4	2%
CC(=NNC(=S)Nc1ccc(C)cc1)c1ccccn1	-9%	-15	-15%	-11%	-14%	nt	-1.8	12%
CCOC(=O)C1=C(C)N(C)C(=O)NC1c1cc2c(cc1Br)OCO2 (stereo not drawn)	-2%	3	-3%	18%	-12%	-1%	1.2	3%
Cc1ccccc1C(=O)NC(CC(C)C)C(=O)Nc1ccc(S(N)(=O)=O)cc1 (stereo not drawn)	-2%	1	-8%	-12%	-6%	3%	-4.9	4%
COc1ccc(NC(=O)CCCN2C(=O)CN(C)C2=O)c(OC)c1	-2%	-8	2%	13%	-8%	-1%	-2.6	-11%
Cc1ccc(Cl)cc1NC(=S)Nn1cnnc1	11µM*	-9	12%	5%	0%	0%	-0.6	-2%
COc1ccc(C(=O)C2CCCN(S(=O)(=O)c3ccccc3F)C2)c(C)c1 (stereo not drawn)	-1%	1	-21%	0%	-14%	1%	0.4	-8%
COc1cc(/C=N/NC(=S)NCC2CCCO2)cc(OC)c1OC (stereo not drawn)	-6%	-6	-6%	-4%	-5%	1%	-1.9	6%
COC(=O)c1c(NC(=O)c2ccco2)sc2c1CC(C)(C)NC2(C)C	-11%	3	-3%	6%	0%	2%	0.3	11%
CC1(C)C2CC=C(/C=N/n3cnnc3)C1C2 (stereo not drawn)	-5%	-5	13%	-1%	-1%	-2%	-1.9	2%
CCOCc1[nH]c(=S)[nH]c(=O)c1Cc1ccc(OC(C)C)cc1	-18%	-13	-11%	-4%	2%	-3%	-1.0	-2%
CC(C)CN(C(=O)CSc1nnc(-c2cccs2)n1N)c1c(N)n(Cc2ccccc2)c(=O)[nH]c1=O	-2%	-7	-4%	9%	6%	1%	-1.2	-2%
N#CC1=C(N)Oc2cc(Nc3ccccc3)ccc2C1c1ccncc1 (stereo not drawn)	-7%	?	?	-7%	-14%	0%	-1.0	11%
COc1ccc(CCNC(=O)COc2cc(C)cc3oc(=O)c(C)c(C)c23)cc1OC	-13%	2	0%	-13%	8%	nt	-2.2	-24%
O=C(NCCCn1ccnc1)c1cccc(S(=O)(=O)NCc2ccccc2)c1	-2%	-5	-2%	-2%	0%	0%	-0.5	3%
CC(=O)c1c(C)[nH]c(C(=O)OCC(=O)NCc2cccs2)c1C	-2%	2	4%	-2%	6%	0%	-3.1	18%
CCN(CC)c1ccc(NC(=O)CN2CCN(c3ccccc3F)CC2)cc1	5%	1	-3%	-10%	-13%	-15%	1.7	8%
CCOc1ccc(C(=O)CCC(=O)O)cc1	0%	nt	4%	14%	-5%	-1%	0.4	-1%
CCN(C(=O)CN1CC(C)OC(C)C1)c1c(N)n(Cc2ccccc2)c(=O)[nH]c1=O (stereo not drawn)	-16%	-5	-8%	6%	5%	-1%	-13	4%
CC(=O)NC(CC(=O)Nc1ccc2c(c1)OCCO2)c1ccccc1 (stereo not drawn)	-6%	3	22%	1%	12%	0%	1.1	5%
S=c1[nH]nc(Cn2c(-c3ccccn3)nc3ccccc32)n1-c1ccc2c(c1)OCCO2	-15%	-21	1%	-1%	-4%	0%	-0.4	6%
CC(C)(C)c1ccc(C(=O)NCC2CCCN2S(=O)(=O)c2ccccc2)cc1 (stereo not drawn)	3%	6	?	-25%	-4%	0%	5.7	45µM*
COC(=O)C1=CNC=C(C(=O)OC)C1c1ccc(Cl)cc1	-1%	-2	9%	-2%	-6%	-26%	-6.0	0%
Cc1ccc(-c2nnc(-n3nnc4ccccc43)c3ccccc23)cc1	-9%	4	-4%	-4%	-2%	1%	-2.7	3%
COC(=O)c1cc(NC(=O)C2(S(=O)(=O)c3ccc(C)cc3)CC2)cc(C(=O)OC)c1	-10%	-4	-9%	6%	3%	1%	-2.0	-2%
CCN(Cc1ccncc1)C(=O)c1ccccc1NS(=O)(=O)c1ccc(F)cc1	?	0	-11%	3%	2%	0%	-0.5	11%
CC12CS(=O)(=O)CC1SC(=S)N2Cc1ccccc1 (stereo not drawn)	-14%	4	-28%	3%	0%	-3%	-2.8	7%
Cc1ccc(O)c(C(=O)c2cnn(C(=O)COc3ccc(Cl)cc3)c2)c1	-15%	-18	-10%	-11%	-17%[57.1 µM]	-1%	0.7	-1%
CC12CCC(=O)N1C(C(=O)N1CCN(S(=O)(=O)c3cccc(C(F)(F)F)c3)CC1)CS2 (stereo not drawn)	3%	3	2%	16%	5%	1%	0.3	-3%
COCCCN(C(=O)c1ccco1)c1nc(-c2ccc(OC)cc2)cs1	-28%	15	-5%	0%	-19%	?	-0.5	6%
CC(CN1CCCCC1)OC(=O)c1ccccc1Cl (stereo not drawn)	-15%	5	8%	-2%	4%	-1%	-3.2	5%
O=C(C1CC1c1ccccc1)N1CCN(c2cccc(Cl)c2)CC1 (stereo not drawn)	-7%	4	3%	-11%	-8%	1%	3.0	3%
COc1ccc(-c2nc3c(C)cc(Br)cn3c2Cc2cccc(F)c2)cc1OC	-6%	19	-4%	-17%	-3%	nt	-0.2	11%
O=C(Nc1ccc(Cl)cc1)c1csc(COCCO)n1	-5%	2	5%	-6%	5%	nt	1.7	12%
COC(=O)c1ccccc1NC(=O)CN1CCC(C(=O)c2ccc3c(c2)OCCO3)CC1	-4%	nt	-9%	-1%	-11%	-7%	0.7	18%
CSCCC(N=C(NS(=O)(=O)c1ccc(C)cc1)c1ccccc1)C(=O)O (stereo not drawn)	-2%	5	-4%	-3%	-1%	1%	-1.2	12%
CCOc1ccc(NC(=O)CN(C)C(=O)c2ccc(N3CCCCCC3)c([N+](=O)[O-])c2)cc1OCC	-3%	3	-2%	-8%	-1%	-1%	1.2	-3%
CCOC(=O)C1CCN(C(=O)CSc2cc(=O)n(CC)c3ccccc23)CC1	-7%	nt	-4%	-11%	-14%	1%	0.3	0%
N=NC(=O)c1ccccc1Nc1c(O)[nH]c2ccccc12	2%	-16	3%	17%	-16%	nt	1.7	1%
COc1ccc(NC(=O)c2cc(S(=O)(=O)N3CCc4ccccc43)cn2C)c(OC)c1	2%	8	-28%	1%	-7%	-3%	0.8	-6%

Complete entries, looked up by structure. Order of values: PLK1 PBD block, PI5P4K alpha inh, EPAC1 antagonist, EPAC2 antag, WRN helicase inh, MmCpn inh, CCT modulator, EPAC1 ag
Cn1cnnc1SCC(=O)Nc1ccc(Br)cc1F as listed: -12%, nt, -2%, 6%, 1%, -3%, -0.6, 4%
N#CC1=C(N)Oc2cc(Nc3ccccc3)ccc2C1c1ccncc1 (stereo not drawn) as listed: -7%, ?, ?, -7%, -14%, 0%, -1.0, 11%
FC(F)(F)c1cccc(NC(=S)NCCN2CCOCC2)c1 as listed: -26%, -2, -5%, -10%, 1%, 2%, -0.4, 0%
CCOC(=O)c1cnc(N2CCN(C(=O)OCC)CC2)[nH]c1=O as listed: -9%, 2, 21%, -5%, 3%, 4%, -3.9, 4%
